Bioassay records deposited in PubChem BioAssay by National Center for Advancing Translational Sciences (NCATS).
RECQ1 inh: qHTS Assay for Inhibitors of RecQ-Like Dna Helicase 1 (RECQ1); ATP-dependent DNA helicase Q1 (Homo sapiens), P46063; RECQ1 DNA unwinding, red fluorescence kinetic read; Potency, µM (highest dose often 57.3 µM), for the others: at the top dose activity, negative = inhibition, usual class: inhibitors; 0.54% of 240,000 active; AID 2549, 2010;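 note: plate controls were vehicle for no effect and no enzyme for full effect; nearly all actives have a fitted effect of over 30% in size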
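RECQ1T1 50 nM; forked duplex (20 bp + 30-nt ss tails) 200 nM, ATP 2 mM final; pH 8.0, 2 mM MgCl2, 2.5 ug/ml poly(dI-dC); 15 min compound preincubation; discontinuous kinetic read over 2 h at RT.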
Lamin A splicing: qHTS Assay for Modulators of Lamin A Splicing; HeLa LMNA splicing GFP/RFP minigene ratio, 48 h; Potency, µM (highest dose often 46.1 µM), for the others: at the highest dose ratio change, negative = inhibition, actives largely listed as inhibitors; 0.01% of 200,000 active; active = well fitted inhibition curve with a large enough effect in the signal ratio, with a control signal flat, not every such curve was filed as active; inconclusive = small, poorly fitted or top-dose-only effect, or effect the other way, or a change in a side signal; the % refers to the signal ratio; note: % is set by controls: 0 for no effect and ±100 for the full control effect
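S3 HeLa stable clones carrying a lamin A-EGFP splicing minigene plus DsRed2 were seeded at 600 cells/well in Opti-MEM with 2% FBS, pin-dosed and incubated 48 h at 37°C. Acumen cytometry (488 nm) gave the GFP/RFP total-intensity ratio.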
Tau ThT inhib: qHTS for Inhibitors of Tau Fibril Formation, Thioflavin T Binding; 2.1% of 270,000 active; Microtubule-associated protein tau (Homo sapiens), P10636; recombinant tau K18 P301L (four-repeat tau fragment), heparin-induced fibrillization, ThT fluorescence; Potency, µM (top dose mostly 57.4 µM), without a hit: top-dose activity, negative = inhibition, usual class: inhibitors; note: % is set by controls: 0 for no effect and ±100 for the full control effect; nearly all actives have a fitted effect of over 55% in size
Target sequence (P10636 561-689 P618L limits assumed): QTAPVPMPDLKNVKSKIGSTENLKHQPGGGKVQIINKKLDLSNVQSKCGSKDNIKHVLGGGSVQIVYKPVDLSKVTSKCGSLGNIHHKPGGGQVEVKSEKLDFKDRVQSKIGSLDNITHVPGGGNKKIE
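Aggregation was driven by heparin (20 uM final) acting on recombinant tau […] bearing P301L in 100 mM sodium acetate pH 7; fibrils were detected with Thioflavin T.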
KinaseGlo FLuc: Counterscreen for Luciferase (Kinase-Glo TM) Inhibition; Kinase-Glo luciferase, ATP luminescence, 8 min; 0.28% of 200,000 active; AID 1379, 2008; Potency, µM (doses to about 38.3 µM), without a hit: top-dose activity change, negative = inhibition, usual class: inhibitors; Luciferin 4-monooxygenase (Photuris pensylvanica), Q27757; note: % is set by controls: 0 for no effect and ±100 for the full control effect; nearly all actives have a fitted effect of over 60% in size
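Inhibition of Kinase-Glo luciferase light generation was assessed at 10 uM ATP in pH 7.2 imidazole buffer, with luminescence measured after eight minutes at ambient temperature.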
L3MBTL1 inh: qHTS Assay for the Inhibitors of L3MBTL1; 0.66% of 230,000 active; Potency, µM (highest dose often 57.1 µM), for inactives: at the top dose activity, negative = inhibition, most hits filed as inhibitors; AlphaScreen L3MBTL1–H3K9me1 peptide binding; AID 485360, 2010; note: % is set by controls: 0 for no effect and ±100 for the full control effect; nearly all actives have a fitted effect of over 60% in size
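AlphaScreen proximity signal between nickel-chelate acceptor and streptavidin donor beads (final 10 ug/mL) reports binding of 50 nM L3MBTL1 to 75 nM biotin-H3 K9me1 peptide; complex incubated with compounds 30 min at room temperature; cefsulodin titration as control.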
JMJD2E inh: qHTS Assay for Inhibitors of Human Jumonji Domain Containing 2E (JMJD2E); JMJD2E catalytic domain, FDH-coupled NADH fluorescence (FDH is formaldehyde dehydrogenase); Lysine-specific demethylase 4E (Homo sapiens), B2RXH2; 1.6% of 230,000 active; Potency, µM (series often up to 57.1 µM), for inactives: top-dose activity change, negative = inhibition, most hits filed as inhibitors; active = well fitted inhibition curve with a large enough effect, not every such curve was filed as active; inconclusive = small, poorly fitted or top-dose-only effect, or another doubt; inactive = no such curve, though single readings can be large or run the other way;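 note: 0% = wells with enzyme and -100% = buffer wells without enzyme; nearly all actives have a fitted effect of over 50% in size; many of its hits are not listed in these tables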
Target sequence (B2RXH2 1-337 limits assumed): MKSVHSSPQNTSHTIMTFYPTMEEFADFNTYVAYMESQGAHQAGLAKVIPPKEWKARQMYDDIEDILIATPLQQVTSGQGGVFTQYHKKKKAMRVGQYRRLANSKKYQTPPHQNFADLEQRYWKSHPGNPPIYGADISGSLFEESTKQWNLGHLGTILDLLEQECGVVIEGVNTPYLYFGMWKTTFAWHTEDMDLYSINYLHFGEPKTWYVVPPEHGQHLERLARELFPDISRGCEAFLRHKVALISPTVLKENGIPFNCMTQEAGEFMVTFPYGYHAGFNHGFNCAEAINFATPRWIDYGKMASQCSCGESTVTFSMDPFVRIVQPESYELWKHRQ
SMN2 splice enh: qHTS Assay for Enhancers of SMN2 Splice Variant Expression; HEK293 SMN2-luciferase splicing reporter, luminescence, 30-36 h; Potency, µM (titrated, usually from 46.1 µM), for the others: at the highest dose activity change, positive = activation, actives largely listed as activators; 2.8% of 210,000 active; AID 1458, 2008; note: % of control where 0% means no effect; nearly all actives have a fitted effect of over 55% in size
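HEK293 cells carry an SMN2 […]–luciferase reporter in which exon 7 inclusion puts luciferase in frame. Cells were plated 10-12 h before compound addition, then incubated 30-36 h at 37C. ONE-Glo luminescence was read; sodium butyrate at 4.5 mM final served as control.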
ALDH1A1 inh: qHTS Assay for Inhibitors of Aldehyde Dehydrogenase 1 (ALDH1A1). Aldehyde dehydrogenase 1A1 (Homo sapiens), P00352. 7.3% of 220,000 active. Purified ALDH1A1, NADH fluorescence, propionaldehyde substrate. Potency, µM (doses to about 75.3 µM), for inactives: at the highest dose activity, negative = inhibition, usual class: inhibitors; active = well fitted inhibition curve with a large enough effect, not every such curve was filed as active; inconclusive = small, poorly fitted or top-dose-only effect, or another doubt; inactive = no such curve, though single readings can be large or run the other way;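 note: plate controls were no enzyme wells and a reference inhibitor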
Target sequence (P00352 whole entry, looked up): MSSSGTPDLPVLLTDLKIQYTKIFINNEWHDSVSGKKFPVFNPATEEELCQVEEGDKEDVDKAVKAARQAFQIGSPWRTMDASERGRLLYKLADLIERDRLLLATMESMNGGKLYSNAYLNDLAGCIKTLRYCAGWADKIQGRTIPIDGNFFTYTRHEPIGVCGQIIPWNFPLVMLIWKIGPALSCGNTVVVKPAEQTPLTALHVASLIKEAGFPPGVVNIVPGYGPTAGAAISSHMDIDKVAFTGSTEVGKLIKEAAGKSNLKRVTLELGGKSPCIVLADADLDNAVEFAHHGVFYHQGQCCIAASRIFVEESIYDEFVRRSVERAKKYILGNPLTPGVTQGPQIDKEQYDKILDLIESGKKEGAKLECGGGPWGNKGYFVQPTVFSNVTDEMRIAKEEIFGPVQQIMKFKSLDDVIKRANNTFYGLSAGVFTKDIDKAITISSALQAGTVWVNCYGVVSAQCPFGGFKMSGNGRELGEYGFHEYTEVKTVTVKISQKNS
Starred values were filed as active, the others as inactive; i = inactive; ? = inconclusive; / = no result given; & = joins results of further samples; [ ] = dose if it differs, or a comment. Unless noted, calls come from the whole dose curve; as a rule, active = well fitted curve in the direction sought with a large enough effect; inconclusive = small, poorly fitted or top-dose-only effect, or another doubt; inactive = no such curve, though single readings can be large; an effect the other way counts as inactive or inconclusive. Potency is the fitted concentration of half-maximal effect. The list is partial; count on the stated rates, not on these rows.

#	Molecule	RECQ1 inh	Lamin A splicing	Tau ThT inhib	KinaseGlo FLuc	L3MBTL1 inh	JMJD2E inh	SMN2 splice enh	ALDH1A1 inh
1	COc1cc(/C=C(/C#N)c2nc3ccccc3[nH]2)ccc1Oc1ncccc1[N+](=O)[O-]	-3%	-2%	?	-1%	1%	-1%	2%	-7%
2	CCOC(=O)c1nnc(-c2ccccc2)nc1Oc1ccc(Cl)cc1	0%	-3%	?	2%	6%	-1%	-1%	-2%
3	COCCN1C(=O)N[C@@H](c2cccs2)C(C(=O)OC)=C1C	-2%&-3%	8%	-1%&-2%	-5%&-2%	7%	0%&0%	10%&-1%	4%&9%
4	Cc1cccc(NCc2cc(Cl)ccc2O)n1	-5%	-6%	-1%	5%	-7%	0%	/	8%
5	CC(CNC(=O)COc1ccccc1)OC(=O)Nc1ccc(Cl)c(Cl)c1 (stereo not given)	-5%	?	2%	4%	3%	-5%	-12%	-2%
6	COC(=O)/C=C1\NCCSC1=O	-5%	3%	2%	-6%	1%	-2%	1%	8%
7	Cc1cccc(OCCNc2ccc(C(F)(F)F)cc2[N+](=O)[O-])c1	-2%	-3%	-12%	1%	-9%	7%	?	12%
8	CCC(Oc1nc2ccccc2nc1-c1ccccc1NC(C)=O)C(=O)c1ccccc1 (stereo not given)	-11%	16%	1%	-4%	8%	3%	-7%	-2%
9	O=C(Nc1nc2c(s1)CCCC2)Oc1ccccc1	-7%	4%	-9%	1%	/	-1%	10%	-13%
10	CC1CCN(CC(=O)N2CCCc3c2c(=O)oc2ccc(OCc4ccccc4)cc32)CC1	-3%	3%	-16%&-22%	-2%	/	?	-30%&-14%	?
11	COc1ccc(/C=N/NS(=O)(=O)c2ccc(NC(C)=O)cc2)cc1	-8%	/	5%	/	0%	2%	/	/
12	Clc1ccc(-n2nnnc2-c2cnc(-c3ccccn3)nc2-c2cccs2)cc1	-7%	-7%	9%	-2%	-5%	-1%	-2%	?
13	Cc1sc(NC(=O)CN(Cc2ccccc2)C(=O)C(C)C)c(C(N)=O)c1C	3%	?	3%	1%	-2%	1%	-37%[inhibitor]	-15%
14	Cc1ccc(C2NC(=NCc3ccccc3)Nc3nc(C)cc(=O)n32)cc1 (stereo not given)	-8%	/	2%	/	50%[activator]	-10%	/	/
15	CCN(CC)CCCn1c(=S)[nH]c2cc(C(=O)OC)ccc2c1=O	14%	3%	4%	-5%	/	-19%	24%	?
16	Cc1ccc(S(=O)(=O)NNC(=O)C2COc3ccccc3O2)cc1C (stereo not given)	i	/	6%	5%	-6%	3%	-7%	2%
17	O=C(COC(=O)c1cccc(C(=O)OCC(=O)NC2CC2)n1)NC1CC1	-9%	-8%[46 µM]	0%	5%	8%	-4%	14%	-12%
18	CCOc1ncccc1C(=O)NCc1ccccc1Cl	i	-6%[46 µM]	1%	3%	9%	0%	-2%	-8%
19	COc1ccnc(-n2cccc2C=O)c1C#N	-3%	?	1%	-4%	4%	6%	0%	-6%
20	COc1ccc(C(=O)NN/C(C)=C/C(=O)C(F)(F)C(F)(F)C(F)(F)F)cc1	-8%	?	?	-3%	0%	10%	-24%	-3%
21	C/C(O)=C/c1nc2ccccc2[nH]c1=O	-4%	-13%	-21%	2%	-2%	?	-12%	?
22	Cc1csc(NC(=O)CSc2nnc(-c3ccoc3C)n2CCc2ccccc2)n1	-13%	?	-12%	8%	-5%	0%	-18%	?
23	Cc1ccc(OCCC(=O)OCC(=O)C(C)(C)C)cc1	0%	7%	-6%	-1%	9%	1%	-16%	-1%
24	COC(=O)/C(C(C)=O)=C(\C=C\N(C)C)N(C)C	-2%	-4%	-5%	-2%	/	2%	10%	3%
25	CC(C)(C)NC(=O)/C(=C\C=C\c1ccccc1)NC(=O)c1ccc([N+](=O)[O-])cc1	-4%	-7%	-12%	1%	-5%	-1%	-8%	1%
26	CCOn1c(=O)c(-c2ccc(Cl)cc2)[n+]([O-])c2ccccc21	15%	-8%	-2%	2%	/	5%	-20%	-14%
27	COc1ccc(S(=O)(=O)N2CCC(C(=O)NCc3cccc(OC)c3)CC2)cc1	6%	9%	-3%	0%	7%	0%	1%	-15%
28	CCOC(=O)c1c(NC(=O)C2=C(C)NC(=S)NC2c2ccccc2C(F)(F)F)sc(C)c1C (stereo not given)	1%	-1%	2%	3%	-14%	-4%	-7%	-4%
29	COCc1nnc(NC(=O)c2ccc(S(=O)(=O)N(CC(C)C)CC(C)C)cc2)o1	-3%	?	-9%	1%	24%	?	-97%[inhibitor]	?
30	Cc1onc(-c2ccccc2)c1C(=O)N1CCN(C(=O)c2ccco2)CC1	-2%	13%	2%	2%	-1%	6%	-4%	6%
31	COC(=O)CCCC1=CC2=C(c3ccccc3)C(=O)C(C)(OC(=O)C3CCCC3)C(=O)C2=CN1CCc1ccccn1 (stereo not given)	8%[11.5 µM]	?	-7%[11.5 µM]	-8%[7.66 µM]	/	?	11%[9.22 µM]	?
32	Cn1ccc(C(=O)Nc2ccc(Br)cc2Br)n1	-10%	4%	9%	-18%	1%	-1%	5µM*	-5%
33	Cc1cc([N+](=O)[O-])nn1CC(=O)Nc1cccc2nonc12	8%	/	?	-2%	-6%	-26%	7%	?
34	CC(C)(CNC(=O)C1CCCC1)CNC(=O)C1CCCC1	0%	-3%	0%	0%	10%	-1%	?	2%
35	CCN1C(=O)N[C@@H](c2ccc(Br)cc2)C(C(C)=O)=C1C	8%[11.5 µM]	12%[9.22 µM]	0%[11.5 µM]	-1%[7.66 µM]	/	4%[11.4 µM]	-9%[9.22 µM]	12%[13.5 µM]
36	COc1ccc(Cl)cc1N(CC(=O)N1CCN(Cc2ccccc2)CC1)S(C)(=O)=O	-8%	-6%	4%	1%	4%	-1%	0%	1%
37	CN(C)c1ccc(/C=C/c2ccncc2)cc1	-9%	-9%	?	-3%	3%[11.4 µM]	5%	?	-15%
38	Cc1cc(C(=O)CCl)c(C)n1CC1COc2ccccc2O1 (stereo not given)	-18%	-3%[9.22 µM]	-12%	-1%	4%	-2%	-23%	0.25µM*
39	COc1ccc(N2C(=O)CC(Sc3nc4ccccc4s3)C2=O)cc1 (stereo not given)	-10%	/	?	3%	15%	0%	-1%	7.9µM*
40	Cc1cccc(CSCc2nnc(N)s2)c1	-11%	-14%	-12%	-2%	-5%	5%	13%	?
41	CCN(CC)S(=O)(=O)c1cc(C)c(C)cc1Br	2%	?	-5%	-1%	-17%	-3%	-9%	6%
42	COC(=O)c1ccccc1NC(=O)CN(c1cc(OC)ccc1OC)S(C)(=O)=O	-13%	2%	-16%	-3%	/	-1%	19%	7%
43	O=C(O)C1CCN(c2ccccc2[N+](=O)[O-])CC1	-14%	-12%[46 µM]	-8%	0%	6%	1%	15%	-6%
44	CC(=O)N1CCc2cc(S(=O)(=O)NC(Cc3ccccc3)C(=O)Nc3cc(C)ccn3)ccc21 (stereo not given)	i	-2%	-15%	0%	/	-3%	-11%	10µM*
45	CCn1cc(C(=O)O)c(=O)c2cc(F)c(N3CCN(C(=S)NC(=O)c4ccc(Br)cc4)CC3)cc21	i	?	-7%	-2%	10%	?	-12%	?
46	Cc1ccc2c(C)c(C(=O)Nc3c(C)n(C)n(-c4ccccc4)c3=O)oc2c1	i	5%	-13%	10%	-4%	-5%	-4%	3%
47	NN1C(=O)c2cccc3c(C(=O)O)ccc(c23)C1=O	-6%	1%	-8%	3%	2%	-1%	9%	-5%
48	COc1ccc(CCNC(=O)C(=O)NCC2CCNCC2)cc1OC	-5%	/	3%	/	1%	0%	/	/
49	Cc1ccc(CN2CCS(=O)(=O)CC2)o1	-6%	-2%[46 µM]	-15%	3%	-25%	-6%	-2%	?
50	CCO/N=C/C1=C(O)C(C(=O)OC)C(C)(C)CC1=O (stereo not given)	i	/	18%	1%	14%	0%	8%	?
51	Cc1cccc(CN2CCN(Cc3nc4c(s3)CCCC4)CC2CCO)n1 (stereo not given)	-14%	/	-13%	/	4%	-8%	/	-11%
52	CN(C)c1ccc(C2N(C(=O)N3CCOCC3)CCN2S(=O)(=O)c2ccccc2)cc1 (stereo not given)	6%	11%	-10%	-3%	-5%	-4%	-11%	1µM*
53	FC(c1nc2ccccc2[nH]1)C(F)(F)F (stereo not given)	-6%	/	0%	-5%	-11%	-2%	/	-3%
54	O=C(O)c1ccccc1Sc1c([N+](=O)[O-])cc(C(F)(F)F)cc1[N+](=O)[O-]	0%	?	?	-1%	/	-7%	-17%	13%
55	CC(OC(=O)C1CCCO1)C(=O)NC1CCCC1 (stereo not given)	-7%	3%	-1%	-2%	-2%	2%	-10%	12%
56	CCCc1cc(-c2[nH]ncc2-c2ccc3c(c2)OCCCO3)c(O)cc1OC	-11%	?	?	1%	/	?	5%	?
57	CCCCc1ccc(N=N/C(C(=O)Nc2ccccc2OC)=C(/C)O)cc1	-15%	-16%	?	0%	-2%	5%	-25%	6%
58	O=C(NC1CCCc2ccccc21)C1CCN(S(=O)(=O)c2ccccc2F)CC1 (stereo not given)	-4%	-16%	-5%	-1%	-3%	-10%	-10%	?
59	COc1ccc(Br)c(/C=N/NC(=O)COc2ccc(-c3ccccc3)cc2)c1	-1%	?	?	-1%	/	0%	-8%	-6%
